Mcl1 Bid PPI = Mcl-1/Bid binding inhibitors, primary screen, biochemical, TR-FRET, 1536-well; TR-FRET Mcl-1/Bid-Dy647 peptide binding; inhibition, % at 21.7 µM; hit rate 0.97% among 220,000; AID 1021, 2008;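 active means compounds that cut the binding signal by more than half at the single screening dose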;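 further: His-tagged Mcl-1 with europium anti-His antibody binding Bid BH3 peptide; 0% = Mcl-1 plus peptide wells and 100% = peptide-only wells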
Target sequence (Q07820 whole entry, looked up): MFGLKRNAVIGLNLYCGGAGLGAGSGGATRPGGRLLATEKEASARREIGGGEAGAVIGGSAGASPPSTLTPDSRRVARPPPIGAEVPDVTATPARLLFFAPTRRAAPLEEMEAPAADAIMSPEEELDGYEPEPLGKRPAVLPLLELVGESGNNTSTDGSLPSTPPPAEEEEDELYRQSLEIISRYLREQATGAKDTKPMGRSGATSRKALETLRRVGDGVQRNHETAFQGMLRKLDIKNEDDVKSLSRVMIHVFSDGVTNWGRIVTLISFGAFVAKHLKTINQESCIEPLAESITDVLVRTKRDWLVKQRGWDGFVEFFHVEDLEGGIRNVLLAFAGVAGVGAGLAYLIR
Avidin bead fluor = green autofluorescence of compounds with avidin beads – biophysical, 488/530 nm, flow cytometry, artefact control, profiling panel; compound fluorescence 488/530 nm; hits give high values; fluorescence (KMESF) at 10 µM; hit rate 0.38% among 220,000; AID 1775, 2009; in the data active means fluorescence above about 47; further: inactives centre near 10
Mcl1-Noxa inh = Mcl-1/Noxa binding inhibitors, primary screen, biochemical, TR-FRET, 1536-well. Induced myeloid leukemia cell differentiation protein Mcl-1 (Homo sapiens), Q07820. TR-FRET Mcl-1/Noxa peptide binding, 2 h. inhibition, % at 21.7 µM. hit rate 1.5% among 220,000. AID 1022, 2008;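 active means compounds that cut the protein-peptide binding signal by more than 50% relative to plate controls in a single-dose test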;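 further: His-tagged Mcl-1 with rhodamine Noxa BH3 peptide and terbium anti-His antibody; 0% = Mcl-1 plus Noxa peptide wells and 100% = peptide-only wells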
An asterisk follows results filed as active.

The opening five compounds (preview)
SMILES | Mcl1-Noxa inh | Mcl1 Bid PPI | Avidin bead fluor
COc1ccccc1/C=C1\Cc2ccccc2C1=O | 9 | -24 | 5
CN1C(C(=O)NCc2ccccc2)CC2Cn3c(nc4ccccc43)C21 (stereo not drawn) | 6 | -10 | 9
CN(C(=O)c1ccncc1)c1ccccc1 | -16 | -22 | 8
COc1ccc(Cn2c(C3CCCCC3)nc3c(c(=O)c4ccccc4n3C)c2=O)cc1 | -100 | 21 | 4
Cc1cc2nc3ccc(=[N+](C)C)cc-3sc2cc1N | 51* | -76 | 12

Results, from the start:
SMILES | Mcl1-Noxa inh | Mcl1 Bid PPI | Avidin bead fluor
COc1ccccc1/C=C1\Cc2ccccc2C1=O | 9 | -24 | 5
CN1C(C(=O)NCc2ccccc2)CC2Cn3c(nc4ccccc43)C21 (stereo not drawn) | 6 | -10 | 9
CN(C(=O)c1ccncc1)c1ccccc1 | -16 | -22 | 8
COc1ccc(Cn2c(C3CCCCC3)nc3c(c(=O)c4ccccc4n3C)c2=O)cc1 | -100 | 21 | 4
Cc1cc2nc3ccc(=[N+](C)C)cc-3sc2cc1N | 51* | -76 | 12
Oc1ccc(N=Nc2ccc(Br)cc2)c(O)c1 | 18 | -12 | 4
CCOC(=O)C1CC(=O)c2cc(OC)c(OC)cc2C1 (stereo not drawn) | 4 | -2 | 6
COC(=O)CCCC1=CC2=CC(=O)C(C)(OC(=O)c3cccs3)C(=O)C2=CN1Cc1ccccc1 (stereo not drawn) | 8 | -61 | 18
Cc1ccccc1Cn1c(=O)[nH]c2ccccc21 | -1 | -85 | 9
CCC(=O)N1CC2(CC(c3cccc(NC(=O)COc4ccc(Cl)cc4)c3)=NO2)C[C@@H]1C(N)=O (stereo partly drawn) | 15 | -20 | 11
Cc1cccc(NC(=S)Nc2cccc(C)n2)n1 | -1 | -19 | 6
O=C(COC(=O)c1ccc(NS(=O)(=O)c2cccs2)cc1)NCc1ccco1 | 107* | -22 | 5
C=C(C)[C@@H]1CC[C@]2(C(=O)O)CC[C@]3(C)[C@H](CC[C@@H]4[C@@]5(C)CC[C@H](O)C(C)(C)[C@@H]5CC[C@]43C)[C@@H]12 | 17 | -29 | 8
O=C(NCCc1cccs1)C1CC(c2cccc(F)c2)=NO1 (stereo not drawn) | -13 | -26 | 13
CC1CC(NC(=O)c2cnc3n(c2=O)CCS3)CC(C)(C)C1 (stereo not drawn) | 3 | -38 | 12
NC(=O)[C@H]1CC2(CC(c3cccc(NC(=O)COc4ccc(Cl)cc4)c3)=NO2)CN1C(=O)c1ccc(Cl)cc1 (stereo partly drawn) | -7 | 4 | 14
CC(C)NC[C@H](O)COc1cccc2[nH]ccc12 | -11 | -117 | 7
CCOC(=O)c1ccc(NC(=O)c2nc[nH]c2C(=O)NCCCCCNC(=O)OC(C)(C)C)cc1 | -13 | -32 | 10
NC(=O)CC(NC(=O)Cc1ccc(Br)cc1)c1ccc(NCc2ccc(F)c(F)c2)c([N+](=O)[O-])c1 (stereo not drawn) | -9 | -21 | 8
Cc1cc(C)n2c(C)nnc2c1 | -10 | -52 | 8
CCCCCCNC(=O)N[C@H](C(=O)NCCC[C@H]1CN2C(=NC[C@H]2C)N1CCC(c1ccccc1)c1ccccc1)C(C)O (stereo partly drawn) | 10 | -78 | 12
COC(=O)C1=C(C(=O)OC)[C@@H]2Nc3ccccc3[C@@]23C[C@@H](C(=O)OC)N(C(=O)c2ccc(Br)cc2)C3=N1 | 13 | -24 | 8
Cc1ccc(NC(=O)c2nc[nH]c2C(=O)N2CCC(C)CC2)cc1 | 11 | -8 | 10
O=C(/C=C/C(=O)N1CCc2ccccc2C1)N1CCc2ccccc2C1 | 3 | -63 | 8
CCC1=C(OC(=O)N(CC)CC)N2C(=O)OC(=NCCOC)[C@]2(Cc2ccccc2)[C@H]2C1=CC[C@H]1C(=O)N(C)C(=O)[C@H]12 | -10 | -35 | 8
CC1Cc2nc(SCC(=O)Nc3ccc4c(c3)OCO4)n(-c3ccc(F)cc3)c(=O)c2S1 (stereo not drawn) | 4 | -77 | 6
Cc1cccc(NC(=O)c2nc[nH]c2C(=O)N[C@@H](Cc2ccccc2)C(=O)OCc2ccccc2)c1 | -79 | -56 | 9
O=[N+]([O-])c1ccc(/C=C/c2ccncc2)cc1 | -10 | -15 | 8
CCOC(=O)Nc1csnn1 | -16 | -40 | 8
CCN1C(=O)N(C)[C@@H](c2ccccc2)C(C(=O)OC)=C1C | -1 | -40 | 8
C/C=C/C=C/C(=O)N1CC[C@]23c4ccccc4N[C@H]4N(C)c5cccc6c5[C@]42CCN([C@H]6C2OC2(C)C)[C@H]13 (stereo partly drawn) | 64* | -109 | 8
COc1ccc(CCNC(=O)C2CC3Cn4c(nc5cc6ccccc6cc54)C3N2C)cc1 (stereo not drawn) | 28 | 5 | 9
Cc1ccc(NS(=O)(=O)c2cccc(C(=O)Nc3c(C)n(C)n(-c4ccccc4)c3=O)c2)cc1 | 13 | 9 | 6
N#Cc1ccc(NC(=O)Nc2ccc(Oc3ccc(NC(=O)Nc4ccc(C#N)cc4)cc3)cc2)cc1 | 21 | -28 | 3
N/C(CC(=O)Nc1cc(C(F)(F)F)ccc1Cl)=N\O | -7 | -5 | 5
Cc1ccc(N(Cc2cc3ccc(C)cc3[nH]c2=O)C(=O)c2cccs2)cc1 | 3 | -13 | 18
Cc1ccc(-n2ncc3c(N4CCCC(C)C4)ncnc32)c(C)c1 (stereo not drawn) | 25 | -23 | 7
O=c1c2c3nc4ccccc4nc3n(/N=C/c3ccncc3)c2ncn1-c1ccccc1 | 15 | 27 | 7
CCOc1cccc(/C=C/c2cc(C(=O)O)c3ccccc3n2)c1OC | 22 | -13 | 4
CC(C)(C)CN1C(=O)C(=O)NC[C@H]1Cc1cccc2ccccc12 | -4 | -39 | 10
c1ccc(C2[C@H]3CN(CC4CCCCC4)[C@H](c4ccccc4)C34CC2(c2cccnc2)C4)cc1 (stereo partly drawn) | 17 | -91 | 7
COc1ccc2c(c1)CCN1C2CCN2C(=O)CCC21 (stereo not drawn) | 4 | -10 | 9
NCC(=O)c1cccc2ccc[n+]([O-])c12 | 18 | -14 | 9
Cc1ccc(C2(COC(=O)C(C)C)CO2)c(OC(=O)C(C)C)c1 (stereo not drawn) | 3 | -33 | 8
CCCOc1ncnc2c1[nH]c1ccc(C)cc12 | -9 | -4 | 8
COC/C=C/C1=CC2=CC(=O)C(C)(OC(=O)c3cnc4ccccc4n3)C(=O)C2=CN1C(CO)CO (stereo not drawn) | 1 | -62 | 8
Nc1ncnc(Nc2ccc(S(N)(=O)=O)cc2)n1 | 9 | -14 | 7
CCOC(CCc1c(C)nc(NC(C)=O)[nH]c1=O)OCC | 8 | -10 | 6
COc1ccc(-c2ccc([C@H]3[C@H]4C=CC[C@@H](C)[C@@H]4C(=O)N3Cc3ccccc3)c(F)c2)cc1C | -12 | -49 | 7
O=C(NCc1ccccc1Cl)C1CCC(CNc2c(N3CCOCC3)c(=O)c2=O)CC1 (stereo not drawn) | 5 | -17 | 6

Pulled one by one from the entries so far:
SMILES | Mcl1-Noxa inh | Mcl1 Bid PPI | Avidin bead fluor
Nc1ncnc(Nc2ccc(S(N)(=O)=O)cc2)n1 | 9 | -14 | 7
N#Cc1ccc(NC(=O)Nc2ccc(Oc3ccc(NC(=O)Nc4ccc(C#N)cc4)cc3)cc2)cc1 | 21 | -28 | 3

Further records
SMILES | Mcl1-Noxa inh | Mcl1 Bid PPI | Avidin bead fluor
Cc1[nH]c2ccccc2c1CCCO | 6 | -30 | 6
Cn1c(C(=O)NCCN2CCN(Cc3ccccc3)CC2)cc2c(=O)n(C)c3ccccc3c21 | 26 | -54 | 13
CCOc1cc2c(Cl)ncnc2c(OCC)c1OCC | 1 | 29 | 7
O=C1CC(c2ccccc2)Oc2cc(O)cc(O)c21 (stereo not drawn) | 8 | -59 | 7
CC(=O)NS(=O)(=O)c1ccc2sc(C)nc2c1 | 15 | 20 | 6
COc1cc(S(N)(=O)=O)c(OC)cc1N | 5 | -40 | 4
COc1cc(OC)c(C(=O)/C=C/c2ccccc2)c(O)c1O | 5 | -62 | 8
O=C(Cn1c(=O)oc2cc(S(=O)(=O)N3CCCC3)ccc21)Nc1ccccc1Br | -3 | -91 | 11
Cc1ccc(C)c(C2NC(=O)c3ccccc3N2)c1 (stereo not drawn) | -11 | -52 | 9
OCc1ncccc1O | -2 | -3 | 18
C/C=C(/C)C(=O)OC1Cc2c(ccc3ccc(=O)oc23)OC1(C)C (stereo not drawn) | 16 | -34 | 9
Cc1ccc(C(=O)N2CCC3(CC2)Oc2ccc(Cl)cc2C(=O)C32CC(c3cccnc3)=NO2)s1 (stereo not drawn) | 15 | 17 | 19
CCC(=O)Nc1cccc(C2=NOC3(C2)C[C@@H](C(N)=O)N(C(=O)c2cc([N+](=O)[O-])cc([N+](=O)[O-])c2C)C3)c1 (stereo partly drawn) | 14 | -35 | 12
CCCCC1=CC2=C(c3ccco3)C(=O)C(C)(OC(=O)c3ccc(OC)cc3)C(=O)C2=CN1CC(C)C (stereo not drawn) | -31 | -91 | 11
COC(=O)c1cc(O)cc(OC)c1C(=O)c1c(O)cc(C)cc1O | 27 | -88 | 6
Nc1ccc(OC(=O)Nc2ccc(O)cc2)cc1 | 16 | -42 | 8
O=C1c2ccccc2C(=O)c2c(Nc3ccc(CCO)cc3)ccc(O)c21 | 17 | -56 | 7
NC(CCCCCP(=O)(c1ccccc1)c1ccccc1)C(=O)O (stereo not drawn) | 6 | -11 | 7
COc1ccc(C2CC(O)(c3ccccc3)Oc3cc(OC)ccc32)cc1 (stereo not drawn) | 6 | -20 | 21
O=C(NC(=S)Nc1ccc(Cl)cc1)c1ccccc1 | 30 | -4 | 6
COc1cc(-c2cc(=O)c3c(O)c(OC)c(OC)c(OC)c3o2)cc(OC)c1OC | -1 | 5 | 8
Cc1ccc(S(=O)(=O)NCc2c(Cl)cccc2Oc2ccccc2)cc1 | -2 | -3 | 7
O=C(Nc1ccc(Br)cc1)Nc1ccccc1Cl | -18 | -26 | 6
O=C1C=CC(=O)N1c1ccc(Sc2ccc([N+](=O)[O-])cc2)cc1 | 73* | 40 | 5
O=C1CC(c2ccccc2Cl)c2c(sc3c(=O)[nH]c(CCl)nc23)N1 (stereo not drawn) | 7 | 8 | 11
CS/C(N)=N/S(=O)(=O)c1ccc(NC(C)=O)cc1 | 10 | -25 | 75*
O=C(NCc1ccco1)C1CC(c2cc(C(F)(F)F)cc(C(F)(F)F)c2)=NO1 (stereo not drawn) | -21 | -81 | 14
CC(=O)NCCc1ccc(O)cc1 | 3 | -37 | 21
COc1ccc([C@@H]2C[C@H](c3ccccc3)Oc3cc(C)cc(C)c32)cc1 | -18 | -14 | 11
CCCCn1ccnc1C | 5 | 10 | 6
Cn1c(=O)c2c(ncn2CC(=O)N/N=C/C=C/c2ccccc2[N+](=O)[O-])n(C)c1=O | -14 | -14 | 8
CCCCOC(=O)/C=C\C(=O)OCCCC | 3 | -8 | 9
O=C(CN1CCN(C(=O)c2ccco2)CC1)N1CCc2[nH]c3ccccc3c2C1 | 9 | -23 | 6
c1ccc(-c2ccc3c(c2)NCCN3)cc1 | 15 | -298 | 10
Cc1cc2c3ccccc3ncn2n1 | -13 | -23 | 3
NC(N)=Nc1ccc(N=C(N)N)cc1 | 27 | -12 | 5
O=Cc1cccn1-c1ccccc1 | -362 | -9 | 6
C/C=C\C=C\C(=O)Nc1cccc(C2=NOC3(C2)C[C@@H](C(N)=O)N(C(=O)C(c2ccccc2)c2ccccc2)C3)c1 (stereo partly drawn) | 14 | 5 | 9
CN1CN(C)C(c2ccncc2)=C1c1ccncc1 | 11 | -17 | 10
CCC(=O)NC1=C(Cl)C(=O)C(NC(=O)CC)=C(Cl)C1=O | 92* | -184 | 3
COCCN=C1OC(=O)N2C(=O)C3=C4[C@@H](C[C@H]5C(=O)N(c6ccccc6)C(=O)[C@H]5[C@H]4[C@@]12Cc1ccccc1)[C@H]1C(=O)N(c2ccccc2)C(=O)[C@H]1[C@H]3C | 7 | -19 | 10
FC(F)(F)c1ccc(C2[C@H]3CN(Cc4ccc(-c5ccccc5)cc4)[C@H](c4ccccc4)C34CC2(c2ccccc2)C4)cc1 (stereo partly drawn) | 1 | -34 | 10
NC(=O)CC(NC(=O)c1ccc(Br)cc1)c1ccc(N2CCC(Br)CC2)c([N+](=O)[O-])c1 (stereo not drawn) | 12 | -2 | 9
CC1=CC(=O)CC(C)(C)C1(O)/C=C/C(C)=C/C(=O)O (stereo not drawn) | -1 | -10 | 2
COC(=O)[C@]12C(=O)C(C)=C(O)[C@@]1(C)C(C)=CC1[C@@]34CC[C@@H](OC(C)=O)C(C)(C)C3C(C[C@]12C)OC4=O (stereo partly drawn) | 16 | -48 | 10

Screening results (PubChem)

Some of the compounds tested; rates above refer to the full screens.
